Screening results deposited in PubChem by several laboratories.
Rv3671c protease: inhibitors of M. tuberculosis serine protease Rv3671c. P9WHR9. inhibition, % at 5.96 µM. hit rate 0.048% among 320,000. AID 2606; in the data active means inhibition above about 38%;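 further: extracellular domain of Rv3671c used as enzyme; 0% = enzyme with DMSO and 100% = no enzyme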
BoNT-A LC inh2: BoNT A light chain protease inhibition. multiplex microsphere protease substrate cleavage, flow cytometry. inhibition, % at 10 µM. hit rate 0.17% among 360,000; further: plate controls were buffer without enzyme for full effect and enzyme alone for no effect
SSB-PriA inh: blocks PriA binding to SSB C-terminal tail; AID 1272365; inhibition, % at 33 µM; hit rate 0.6% among 430,000; AlphaScreen SSBct-PriA binding, biotinylated peptide; in the data active means inhibition mostly above about 37%, no sharp cut-off; inactive means mostly below about 20%;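 further: plate controls were negative control peptide for no effect and reference peptide for full effect; strong numbers were not always called active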
Anthrax LF prot: anthrax lethal factor protease inhibition; hit rate 0.12% among 360,000; P15917; inhibition, % at 10 µM; multiplex microsphere protease cleavage assay, LF; further: plate controls were buffer without enzyme for full effect and enzyme alone for no effect
Target sequence (P15917 whole entry, looked up): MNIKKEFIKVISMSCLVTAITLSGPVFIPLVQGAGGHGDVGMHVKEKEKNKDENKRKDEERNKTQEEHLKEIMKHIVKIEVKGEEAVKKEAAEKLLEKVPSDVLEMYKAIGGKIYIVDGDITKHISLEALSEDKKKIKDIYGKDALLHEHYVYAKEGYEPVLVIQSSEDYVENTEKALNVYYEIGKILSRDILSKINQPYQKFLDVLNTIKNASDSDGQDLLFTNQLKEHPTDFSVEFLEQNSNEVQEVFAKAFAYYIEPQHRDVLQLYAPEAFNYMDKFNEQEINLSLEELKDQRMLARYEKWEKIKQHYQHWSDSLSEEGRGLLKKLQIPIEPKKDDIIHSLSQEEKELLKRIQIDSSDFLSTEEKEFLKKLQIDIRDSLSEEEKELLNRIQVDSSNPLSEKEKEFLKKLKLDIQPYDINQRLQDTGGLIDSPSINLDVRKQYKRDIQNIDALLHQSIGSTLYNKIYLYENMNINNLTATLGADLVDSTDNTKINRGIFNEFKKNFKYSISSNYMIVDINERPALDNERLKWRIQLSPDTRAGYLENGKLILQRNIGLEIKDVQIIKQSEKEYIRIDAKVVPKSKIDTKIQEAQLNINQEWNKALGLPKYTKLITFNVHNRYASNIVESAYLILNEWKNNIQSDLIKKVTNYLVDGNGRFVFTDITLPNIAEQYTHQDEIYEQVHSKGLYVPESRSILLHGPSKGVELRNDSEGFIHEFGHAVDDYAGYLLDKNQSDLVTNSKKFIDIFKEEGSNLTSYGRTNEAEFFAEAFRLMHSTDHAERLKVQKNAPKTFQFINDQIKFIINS
BoNT-F LC inh: blocks Botulinum neurotoxin F light chain protease; Multiplex microsphere protease cleavage assay, flow cytometry; inhibition, % at 10 µM; hit rate 0.22% among 360,000; AID 588497; in the data active means inhibition above about 35%, passing the limit was not always enough; inconclusive means no clear call, values can overlap the other calls; further: plate controls were buffer without enzyme for full effect and enzyme alone for no effect
PrPC surface inh: inhibitors of human cell surface prion protein PrPC. TR-FRET read-out. P04156. AID 720596. inhibition, % at 13.8 µM. hit rate 0.43% among 370,000; in the data active means inhibition above about 24%; further: 0% = median of the test wells and 100% = reference compound wells
CCHF vOTU inh: CCHFV vOTU protease inhibition | inhibition, % at 11.5 µM | hit rate 0.55% among 370,000 | Pep-AMC fluorescence; in the data active means inhibition above about 30%; further: 0% = vehicle wells with enzyme and 100% = no enzyme wells
MazF activator: MazEF (E. coli) toxin RNase activation | hit rate 0.32% among 350,000 | P0AE70 | FAM/BHQ RNA-DNA oligo cleavage fluorescence, 5 h | activation, % at 20 µM | AID 504720; in the data active means activation above about 50%
Target sequence (P0AE70 whole entry, looked up): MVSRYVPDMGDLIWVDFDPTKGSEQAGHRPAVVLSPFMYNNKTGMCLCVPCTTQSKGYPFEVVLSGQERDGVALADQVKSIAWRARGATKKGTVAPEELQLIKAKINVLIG
VHR inh abs: inhibitors of human VHR1 phosphatase (DUSP3) | P51452 | recombinant VHR phosphatase, pNPP absorbance | inhibition, % at 13.3 µM | hit rate 0.52% among 290,000 | AID 1654; in the data active means inhibition above about 50%; further: some compounds called inactive have numbers as strong as hits
Target sequence (P51452 whole entry, looked up): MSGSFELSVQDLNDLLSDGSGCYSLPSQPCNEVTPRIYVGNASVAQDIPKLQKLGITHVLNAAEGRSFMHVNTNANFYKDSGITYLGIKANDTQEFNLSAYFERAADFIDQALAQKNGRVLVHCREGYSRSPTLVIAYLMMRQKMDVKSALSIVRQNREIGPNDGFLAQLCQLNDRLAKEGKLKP
3CLpro inhibitor: SARS-CoV 3CLpro protease inhibition; inhibition, % at 6 µM; hit rate 0.14% among 290,000; recombinant SARS-CoV 3CLpro, quenched FRET peptide cleavage; P0C6X7; in the data active means inhibition above about 12%
Numbers without * were called inactive; i = inactive; u = inconclusive; x = no result given; & = joins results of further samples. Unless noted, no stated cut-off is given here; in the data, active means inhibition above about 30%; inconclusive means no clear call, values can overlap the other calls; inactive means below that. An excerpt. The share of hits here may be higher or lower than overall.

Sample of the layout:
SMILES	Rv3671c protease	BoNT-A LC inh2	SSB-PriA inh	Anthrax LF prot	BoNT-F LC inh	PrPC surface inh	CCHF vOTU inh	MazF activator	VHR inh abs	3CLpro inhibitor
CCc1noc(C)c1C(=O)OCC(=O)NCc1ccc(Cl)cc1	2	0.2	1	-4	-1	-5	14	0	x	x
CN(C)C1(CNC(=O)Nc2ccc(Cl)c(Cl)c2)CCCCC1	0	-0.4	-33	-1	6	-11	15	4	36	-2
Cc1cccc([C@@H]2[C@@H]3C(=O)N(Cc4ccccc4)C(=O)[C@@H]3[C@]3(CC(C)C)C(=O)N(c4cccc(F)c4)C(=O)N23)c1	-8	0.3	9	-1	-1	14	3	6	x	x
CS(=O)(=O)N(CC(=O)Nc1c(F)cccc1F)c1cccc([N+](=O)[O-])c1	-5	-0.4	-11	3	-5	-10	11	2	10	-1
COc1ccc(OC)c2c1sc(=NC(=O)C1COc3ccccc3O1)n2C (centres undefined)	4	-0.2	3	2	1	2	-10	0	10	-1
O=C1c2cccc3cccc(c23)C(=O)N1c1nccs1	-3	-0.3	-7	-4	11	-8	3	7	10	3
CCCSc1nc2sc3c(c2c(=O)n1CC)CC(C)(C)OC3	-3	0.7	-7	-4	3	0	-10	-3	4	2

The list itself, from the start:
SMILES	Rv3671c protease	BoNT-A LC inh2	SSB-PriA inh	Anthrax LF prot	BoNT-F LC inh	PrPC surface inh	CCHF vOTU inh	MazF activator	VHR inh abs	3CLpro inhibitor
CCc1noc(C)c1C(=O)OCC(=O)NCc1ccc(Cl)cc1	2	0.2	1	-4	-1	-5	14	0	x	x
CN(C)C1(CNC(=O)Nc2ccc(Cl)c(Cl)c2)CCCCC1	0	-0.4	-33	-1	6	-11	15	4	36	-2
Cc1cccc([C@@H]2[C@@H]3C(=O)N(Cc4ccccc4)C(=O)[C@@H]3[C@]3(CC(C)C)C(=O)N(c4cccc(F)c4)C(=O)N23)c1	-8	0.3	9	-1	-1	14	3	6	x	x
CS(=O)(=O)N(CC(=O)Nc1c(F)cccc1F)c1cccc([N+](=O)[O-])c1	-5	-0.4	-11	3	-5	-10	11	2	10	-1
COc1ccc(OC)c2c1sc(=NC(=O)C1COc3ccccc3O1)n2C (centres undefined)	4	-0.2	3	2	1	2	-10	0	10	-1
O=C1c2cccc3cccc(c23)C(=O)N1c1nccs1	-3	-0.3	-7	-4	11	-8	3	7	10	3
CCCSc1nc2sc3c(c2c(=O)n1CC)CC(C)(C)OC3	-3	0.7	-7	-4	3	0	-10	-3	4	2
Oc1[nH]c2ccccc2c1N=Nc1nc(Nc2ccccc2)nc(N2CCOCC2)n1	-6	-1.1	-11	6	-6	-4	-14	0	-15	3
CN(C)CCCNCCCNC(=O)c1ccccn1	-4	0.3	-18	0	-16	-6	3	2	21	-6
Cc1ccc(C)c2sc(N)nc12	3	-1.3	-20&-5	2	-2	10	-3	-20	3	-2
CCc1ccc(S(=O)(=O)Nc2c(C)n(C)n(-c3ccccc3)c2=O)cc1	4	-1.4	-3	-11	-18	10	3	6	4	-1
CC(C)CC1(C(=O)NCCN2CCOCC2)C=CCN1C(=O)c1ccccc1 (centres undefined)	7	-0.4	-8	6	-6	-3	5	7	-11	-6
CCOC(=O)N1CCN(C(=O)c2cc(OC)cc(OC)c2)CC1	5	0.4	-9	-2	7	-2	-19	2	11	-4
COC(=O)c1c(-c2ccccc2OC)sc2ccc(OC)cc12	0	-0.1	-51	-7	-4	-14	-4	5	x	x
O=C(CCN1CCN(CCO)CC1)Nc1ccc(Br)cc1	2	1.1	-18	3	-1	-4	-1	9	22	0
O=C(CCC(=O)OCC(=O)c1cccc([N+](=O)[O-])c1)NC1CCCCC1	9	0.2	-8	0	3	-10	-1	-9	-9	-1
CCOC(=O)c1ccc(N=c2sc(C(=O)OC)cc(=O)n2-c2ccc(C(=O)OCC)cc2)cc1	-66	-0.6	-5	1	-7	-3	8	-2	8	3
COc1ccc(N2CCN(C(=O)c3ccc(C)cc3)CC2)c([N+](=O)[O-])c1	1	-1.4	27	-2	-11	-20	9	-2	-8	2
Cn1nc2c3ccccc3n(Cc3ccccc3)c2nc1=S	-5	-0.7	-12	-6	3	-1	-15	-7	12	-5
Nc1nc(-c2ccc(NC(=O)c3ccco3)cc2)cs1	-3	-3.2	2	7	-26	7	10	14	-8	-2
CCCCCn1c(=O)[nH]c2cc(C(=O)NCCN3CCC(C)CC3)ccc2c1=O	-1	1.3	-6	4	-3	x	x	16	-3	-7
N/C(=N\OCC(=O)Nc1ccccc1)c1nonc1N	-2	0.1	x	1	0	7	7	7	21	-3
CC/C(=N\NC(=O)c1ccc(N2CCCC2=O)cc1)c1ccccc1	-7	-7.1	x	-3	-23	-5	3	6	14	-1
CCn1c(O)c(N=NC(=O)CNC(=O)Cc2ccccc2)c2ccccc21	12	-0.8	-2	1	2	-48	13	-21	-24	7
CC(C)C[C@H](NC(=O)c1[nH]cnc1C(=O)N[C@@H](C)c1ccccc1)C(=O)OCc1ccccc1	-25	0.3	9	-4	3	x	x	3	11	x
C=CCOC(=O)C1=C(C)OC(N)=C(C#N)C1c1ccoc1 (centres undefined)	-10	0.2	-6	-3	-11	-6	3	-25	13	-1
CC(C)[C@H](NC(=O)C1CCCC1)c1nc2ccccc2[nH]1	8	-1.0	-3	-4	1	4	-5	-9	9	1
C/C(Cn1nnc2ccccc21)=N\NC(=O)c1ccc(Br)cc1	1	0.0	x	2	-5	6	-4	-3	-8	-1
CCN(CC)CCCNc1ncnc2scc(-c3ccc(F)cc3)c12	-2	1.9	-11	2	u	-3	-14	6	21	-5
CC1C(=O)N2CCCc3cc(NC(=O)C(=O)NCCc4ccccc4)cc1c32 (centres undefined)	-5	-0.5	2	0	u	4	7	0	x	x
CC(=O)Oc1ccc(Cn2c(C)c(C(=O)NCc3cccc(C(F)(F)F)c3)sc2=O)cc1	x	0.0	x	-1	-2	4	10	x	x	x
COc1ccc(S(=O)(=O)Nc2cccc(F)c2C)cc1C(=O)N1CCOCC1	-2	-0.6	-5	-14	8	0	8	8	25	5
CCc1nc(CN2CCN(c3ccc(C(F)(F)F)cn3)CC2)c(C)[nH]1	2	1.6	5	5	8	1	0	-7	-4	6
O=C(NCc1ccc2c(c1)OCO2)C1CCCN1C(=O)Nc1ccc(Cl)cc1 (centres undefined)	-8	-3.0	-1	-2	-28	0	-3	8	30	6
CCOC(=O)C1C(c2ccccc2Cl)NC(=O)N(C)C1(O)C(F)(F)F (centres undefined)	5	-2.4	-15	-5	-4	-2	10	-3	22	0
O=C(CSc1nc2ccccc2s1)Nc1ccc(Cl)c(C(=O)O)c1	1	0.6	-21	-3	5	6	-12	1	4	-3
Cc1cccc(C)c1NC(=O)COC(=O)c1ccc(N2CCCC2)c([N+](=O)[O-])c1	-21	-0.2	-11	0	-4	-2	15	5	2	3
CN(CC(=O)Nc1ccccc1Br)C(=O)c1cccc(S(=O)(=O)NCc2ccccc2)c1	5	1.9	-12	1	-5	-3	7	-1	x	x
O=C(Nc1ccc(F)cc1Cl)c1ccc2c(=O)n3c(nc2c1)CCC3	-22	0.6	-6	-1	-16	5	1	6	x	x
Cn1c(CCN2CCOCC2)nc2cc(NC(=O)COc3ccc([N+](=O)[O-])cc3)ccc21	2	-2.9	-1	0	-8	-8	14	8	2	5
Cc1ccc(N(C(=O)c2ccco2)C(C(=O)NC2CCCC2)c2ccco2)c(C)c1 (centres undefined)	-5	-1.1	-6	-1	-1	7	14	5	20	0
O=C(CSCc1ccc(F)cc1)NCc1ccc(F)cc1	-1	-0.8	-11	-1	-8	4	-6	0	-17	-1
COc1ccc(CN=CC2=C(O)CNC2=O)cc1OC	1	0.1	-9	0	-2	2	2	3	19	-2
CCOC(=O)/C(C#N)=C\c1c(OCC)n(CC)c2ccccc12	-3	0.5	-29	-5	3	-11	0	-6	17	-2
CC1=C(C(=O)OC(C)C)C(c2ccc(F)cc2)NC(=O)N1 (centres undefined)	-1	-0.1	-7	0	-2	4	9	4	-1	0
O=C(COc1ccc(Cl)cc1)N1CCN(c2cccc(C(F)(F)F)c2)CC1	-2	0.6	-42	0	-1	3	32*	-14	39	3
CCN1CCN(CCCOc2ccccc2-c2ccccc2)CC1	-1	-0.5	-7	-6	-4	-1	-13	-3	27	-1
COCc1cc(N2CCOCC2)nc(-c2ccccc2)n1	0	0.5	-8	-2	-4	-11	-9	0	7	2
O=C(N/N=C/c1ccco1)c1cc(-c2ccc(Cl)cc2)n[nH]1	-1	-1.1	i	-1	0	1	0	9	8	1
Cc1ccc(CCNC(=O)C2CCN(C(=O)N(C)C)CC2)cc1	1	-1.0	-17	1	-18	-1	-5	-3	24	8
CC(=O)N1CCc2cc(C(=O)CN3CCC(C)CC3)ccc21	-5	-0.3	2	-6	-1	-3	-2	3	17	0
CC(=O)N/C(=C/c1ccc(OS(=O)(=O)c2ccc(C)cc2)cc1)C(=O)Nc1ccc(C(=O)O)cc1	0	-1.2	-19	-4	-6	3	-2	6	1	-1
COc1ccc(-c2nnc(Nc3ccc(CC(N)=O)cc3)c3ccccc23)cc1	0	1.1	2	-2	-5	-22	-17	3	23	1
Cc1ccccc1Cc1c(C)nc2nc(SCC(=O)NCc3ccco3)nn2c1C	2	1.6	-4	-9	8	4	-3	0	28	1
CCCC(=O)Nc1ccc(C(=O)NNC(=O)COc2ccc(Br)c(C)c2)cc1	-42	-0.7	-13	-2	-3	0	14	15	5	-7
CCOc1cc(CNC(=O)CCCn2c(=O)c3cccn3c3cccnc32)cc(OCC)c1OCC	1	2.8	-10	-3	9	6	5	14	-2	-1
NNc1nc(-c2ccccc2Cl)nc2ccccc12	-3	-0.2	-6	-12	14	0	-11	-22	-6	1
CCCn1c(CNC(=O)Cc2ccccc2)nc2ccccc21	6	-0.4	0	-11	-6	1	-8	-2	12	2
CC1=NN(C(=O)c2ccccc2C)C(O)(c2ccc(Cl)cc2)C1 (centres undefined)	x	-4.5	1	6	-15	3	3	7	11	7
O=C(CSc1ncnc2nc[nH]c12)N1CCN(c2ccc(Cl)cc2)CC1	-3	-0.1	9	-4	3	2	7	10	18	4
Further entries
SMILES	Rv3671c protease	BoNT-A LC inh2	SSB-PriA inh	Anthrax LF prot	BoNT-F LC inh	PrPC surface inh	CCHF vOTU inh	MazF activator	VHR inh abs	3CLpro inhibitor
CCCCC(=O)Nc1cccc(NC(=S)NC(=O)C(C)C)c1	0	-0.3	-9	0	-2	3	-11	6	5	-1
COc1ccc2[nH]c3c(c2c1)CCN1C(=O)C(CC(=O)NCc2cccc(C(F)(F)F)c2)C[C@H](C(=O)N2CCCCC2)[C@@]31C (some centres undefined)	x	-0.3	12	-1	-6	-7	22	10	x	x
COC(=O)COc1ccc(S(=O)(=O)N2CCN(c3ccc(F)cc3)CC2)cc1	12	-0.5	-7	-6	-4	-4	-1	-7	16	-5
CC(=O)c1ccc(S(=O)(=O)N2CCN(S(=O)(=O)c3ccccc3C(F)(F)F)CC2)cc1	0	-3.4	2	-9	-18	2	-5	-3	x	2
O=C(CCNS(=O)(=O)c1ccccc1)Nc1ccc(Cl)cc1C(=O)c1ccccc1	-7	-0.2	2	0	0	5	9	0	3	-1
Nc1ccc(C(=O)Nc2ccco2)cc1	4	0.5	2	-8	-2	1	3	-14	4	-1
Cc1ccc(-c2cc(-c3ccc(F)cc3)nc(N)c2C#N)o1	-1	-0.3	0	1	1	4	-127	2	-8	8
CCCCOC(=O)NC1(C)CCS(=O)(=O)C1 (centres undefined)	3	0.0	-1	-1	0	-5	-8	3	4	3
O=C(NCc1cccnc1)c1cc(C2CCCCN2S(=O)(=O)c2cccc3cccnc23)on1 (centres undefined)	x	-0.4	x	-2	2	4	1	x	x	x
Nc1nc(NCC(=O)O)nc(NC2CCCCC2)c1[N+](=O)[O-]	x	2.1	-2	-3	4	5	12	1	4	-1
COc1ccc(C(=O)CSc2nnc(-c3ccccn3)n2Cc2ccco2)cc1	-3	0.7	-11	8	4	-2	0	6	-31	-1
CC(C1CC1)N(Cc1ccccc1)C(=S)Nc1cccc(C(F)(F)F)c1 (centres undefined)	-9	-0.7	-35	0	-5	-2	0	-12	-4	3
